L3MBTL1 inh: L3MBTL1 (human) inhibition; AlphaScreen L3MBTL1–H3K9me1 peptide binding; Potency, µM (doses to about 57.1 µM), for the others: at the highest dose activity, negative = inhibition, most hits filed as inhibitors; 230,000 compounds, 0.66% hits; also: potency is read from the fitted curve at half-maximal effect; % is scaled to controls: 0 for no effect and ±100 for the full control effect; nearly all actives have a fitted effect of over 60% in size
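L3MBTL1 (50 nM) pre-complexed 30 min with biotinylated H3(1-15)K9me1 peptide (75 nM), then compounds added for 30 min at room temperature; AlphaScreen streptavidin donor/nickel chelate acceptor beads (10 ug/mL final) read after 30 min dark incubation.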
KinaseGlo FLuc: blocks Kinase-Glo luciferase, a counter-screen artifact; Q27757; Kinase-Glo luciferase, ATP luminescence, 8 min; Potency, µM (highest dose often 38.3 µM), inactives show at the top dose activity change, negative = inhibition, usual class: inhibitors; 200,000 compounds, 0.28% hits; also: potency is read from the fitted curve at half-maximal effect; % is scaled to controls: 0 for no effect and ±100 for the full control effect; nearly all actives have a fitted effect of over 60% in size
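Recombinant Kinase-Glo luciferase, 10 uM ATP (linear range), luciferin; imidazole pH 7.2 / KCl / MgCl2 / Tween / BSA buffer; 8 min RT; luminescence.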
IMPase Li cell: IMPase inhibition in cells with lithium potentiation. CHO-M1 cells, IP1 TR-FRET (IP-One), carbachol + lithium. Potency, µM (top dose mostly 59.4 µM), for inactives: top-dose activity, negative = IMPase inhibition, most hits filed as inhibitors. 210,000 compounds, 0.35% hits. AID 1457;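 also: IP1 builds up when IMPase is blocked and the TR-FRET signal falls; potency is read from the fitted curve at half-maximal effect; plate controls were basal vehicle for no effect and high inhibitor control for full effect; nearly all actives have a fitted effect of over 50% in size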
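Concentration–response in CHO-M1 cells, lithium-potentiated; 30 min at 37C. IP1 detected by competitive TR-FRET after 10 min lysis at RT. Hill-fitted AC50.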
HttQ103 aggreg: inhibitors of mutant huntingtin aggregate formation in PC12 cells. PC12 HttQ103-GFP aggregates, Acumen cytometry, 40 h. Potency, µM (titrated, usually from 46.1 µM), inactives show at the highest dose activity change, negative = inhibition, actives largely listed as inhibitors. 220,000 compounds, 1.1% hits; also: potency is read from the fitted curve at half-maximal effect; % is scaled to controls: 0 for no effect and ±100 for the full control effect; nearly all actives have a fitted effect of over 60% in size
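PC12 cells stably carrying ecdysone-inducible HTT exon 1 Q103–GFP were induced with tebufenozide (100 nM final) and treated with library compounds in titration. GFP aggregates in lysates were counted by laser scanning cytometry.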
CBFb RUNX1 block: blocks binding between human CBF-beta and RUNX1 | AlphaScreen CBFb-His/RUNX1-biotin binding, biochemical | Potency, µM (titrated, usually from 59.8 µM), without a hit: top-dose activity, negative = inhibition, usual class: inhibitors | 230,000 tested, under 10 active; also: % of control where 0% means no effect
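Bead-based AlphaScreen assay; binding partners His-tagged CBF-beta and biotinylated RUNX1 at 30 nM each. Compound exposure 15 min after a 20-min protein preincubation; bead step 90 min; all steps at room temperature.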
Epigenetic reg: epigenetic control regulation, reporter derepression; murine LDR cells, GFP reporter derepression, 30 h; Potency, µM (titrated, usually from 53.9 µM), for inactives: at the top dose GFP activation, usual class: activators; 280,000 compounds, 0.2% hits; also: potency is read from the fitted curve at half-maximal effect; % of control where 0% means no effect; nearly all actives have a fitted effect of over 60% in size
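Reporter derepression read as number of fluorescent GFP-positive objects, 20-120 um in size, counted by laser-scanning cytometer. Mouse LDR line with an epigenetically silenced CMV-GFP locus; compound incubation 30 h, 37 C.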
NPSR antagonist: neuropeptide S receptor (human) antagonism, cAMP; Q6W5P4; CHO-NPSR cells, cAMP TR-FRET, antagonist mode; Potency, µM (doses to about 38.3 µM), without a hit: top-dose activity change, negative = inhibition, most hits filed as inhibitors; 220,000 compounds, 1% hits; AID 1461; also: potency is read from the fitted curve at half-maximal effect; % is scaled to controls: 0 for no effect and ±100 for the full control effect; nearly all actives have a fitted effect of over 50% in size; many of its hits are not listed in these tables
Active calls of the source: *; ? = inconclusive; . = no result given; [ ] = dose if it differs, or a comment. Calls follow the shape of the dose curve; as a rule, active = well fitted curve in the direction sought with a large enough effect; inconclusive = small, poorly fitted or top-dose-only effect, or another doubt; inactive = no such curve, though single readings can be large; an effect the other way counts as inactive or inconclusive. A portion of the library; rates above refer to the full screens.

No. | compound | HttQ103 aggreg | IMPase Li cell | Epigenetic reg | CBFb RUNX1 block
1 | CCN(CC)CCNC(=O)c1ccc(NC(=O)c2ccc(Cl)c(S(=O)(=O)N3CCCCCC3)c2)cc1 | -5%[9.22 µM] | . | 2.1% | -9%
2 | O=C(NN1CCOCC1)c1cccc(COc2cccc(Br)c2)c1 | -20% | 0% | -1.5% | 0%
3 | CCOC(=O)C(=O)Nc1cc([N+](=O)[O-])ccc1C | 8% | -3% | 0.0% | 0%
4 | Cc1ccc(C(C)C)c(OCC(=O)N2CCOCC2)c1 | -6% | 12%[38.3 µM] | -1.0% | -2%
5 | CCN(C(=O)COC(=O)CNC(=O)C12CC3CC(CC(C3)C1)C2)C1CCS(=O)(=O)C1 (configuration not stated) | -3% | -11% | 0.0% | -1%
6 | CCCC(=O)Nc1sc(C)c(C)c1C#N | . | 4% | 4.3% | -7%
7 | CC(=O)Nc1ccccc1C(=O)C(=O)Nc1ccc(C(=O)NCC2CCCO2)cc1 (configuration not stated) | 1% | 6% | 0.0% | 8%
8 | O=C(Cc1nc2ccccc2[nH]c1=O)c1ccccc1 | -23% | 5% | 7.9% | 8%
9 | CCOC(=O)c1sc(NC(=O)CSc2nnc(C(C)C)n2CC)nc1C | 10% | -1%[38.3 µM] | 0.0% | -6%
10 | CCOc1ccccc1C1C(C#N)=C(N)Oc2cc(C)n(C)c(=O)c21 (configuration not stated) | ? | 4% | -2.3% | 7%
11 | O=C(/C=C/c1ccc(Br)cc1)c1ccc(NC2=NCCCS2)cc1 | 1% | -17% | 0.0% | -2%
12 | Cc1ccc(C)c(/C=C(\C(=O)O)c2ccc(S(=O)(=O)N3CCCCC3)s2)c1 | 4% | 0% | -0.3% | -16%

No. | NPSR antagonist | L3MBTL1 inh | KinaseGlo FLuc
1 | 2% | -12% | .
2 | -16% | -10% | 4%
3 | 15% | 14% | 5%
4 | -12%[46.1 µM] | . | 0%
5 | 24% | 0% | -27%
6 | 9% | -1% | 0%
7 | 0% | 12% | 1%
8 | -37% | 27% | -20%
9 | -6%[46.1 µM] | -5% | 2%
10 | -10%[46.1 µM] | 1% | 0%
11 | ? | -16% | -11%
12 | -24% | ? | -1%

The list goes on.
No. | compound | HttQ103 aggreg | IMPase Li cell | Epigenetic reg | CBFb RUNX1 block
13 | Cc1ccc(-c2noc(CCC(=O)NCC3CCCO3)n2)cc1 (configuration not stated) | -6% | 16%[38.3 µM] | -3.0% | 8%
14 | O=C(Nc1cccc(S(=O)(=O)N2CCCCC2)c1)c1c2c(nc3ccccc13)CCN(Cc1ccccc1)C2 | -2% | 0% | 1.5% | -4%
15 | CN1CCN(CCCn2cnc3c(=O)oc4ccccc4c32)CC1 | -17% | 22%[38.3 µM] | 0.9% | 15%
16 | COc1ccc([N+](=O)[O-])c(OC)c1C(=O)NC(=O)Nc1nc(C)cc(C)n1 | -8%[9.22 µM] | . | 0.5% | 1%
17 | Cc1ccc2nc(SCC(=O)Nc3nonc3N)[nH]c2c1 | -5%[9.22 µM] | -2% | 8.5% | 3%
18 | CC(NC(=O)NC1CCCCC1)C(c1cccs1)N1CCN(C)CC1 (configuration not stated) | -6% | -7%[38.3 µM] | 0.0% | 3%
19 | CC(=O)Nc1cccc(NC(=O)c2sc3ncn(CC(=O)N4CCCCC4)c(=O)c3c2C)c1 | 8% | 16%[38.3 µM] | 0.0% | 11%
20 | CCCN(CC(=O)c1cc(C)n(C)c1C)S(=O)(=O)c1cccc(C(F)(F)F)c1 | -8% | -1%[38.3 µM] | -0.2% | -6%
21 | O=C(Nc1nccs1)C1CC(=O)N(Cc2ccco2)C1 (configuration not stated) | -8% | -6% | -2.4% | 5%
22 | CC#CCc1cc2ccccc2c(=O)o1 | -7%[9.22 µM] | . | 1.3% | 6%
23 | CCN(CC)c1ccc(CNc2nc3ccccc3n2CCN2CCOCC2)cc1 | -2% | 11% | -0.3% | -13%
24 | O=C(N/N=C/c1cccc([N+](=O)[O-])c1)C1COc2ccccc2O1 (configuration not stated) | 3% | -8% | 0.9% | -4%
25 | Fc1nc(N2CCCC2)c(F)c(Oc2ccccc2Oc2c(F)c(F)nc(N3CCCC3)c2F)c1F | 4% | -4%[38.3 µM] | 0.0% | -5%
26 | COc1ccc(N(CC(=O)N2CCN(C)CC2)S(C)(=O)=O)cc1OC | -8% | 6% | -2.2% | 5%

No. | NPSR antagonist | L3MBTL1 inh | KinaseGlo FLuc
13 | -7%[46.1 µM] | . | -4%
14 | -17% | 0% | 2%
15 | 3%[46.1 µM] | 6%[11.4 µM] | 0%
16 | -21% | 10% | .
17 | 3% | -4% | 0%
18 | -4%[46.1 µM] | 1% | 2%
19 | -15%[46.1 µM] | 8% | -1%
20 | ? | -9% | -2%
21 | 12% | . | 1%
22 | 17% | . | .
23 | -21% | -17%[11.4 µM] | 1%
24 | 1% | . | .
25 | -5%[46.1 µM] | 1% | 0%
26 | -7%[46.1 µM] | -8% | 5%

6 records drawn at random from the list so far:
No. | compound | HttQ103 aggreg | IMPase Li cell | Epigenetic reg | CBFb RUNX1 block
15 | CN1CCN(CCCn2cnc3c(=O)oc4ccccc4c32)CC1 | -17% | 22%[38.3 µM] | 0.9% | 15%
18 | CC(NC(=O)NC1CCCCC1)C(c1cccs1)N1CCN(C)CC1 (configuration not stated) | -6% | -7%[38.3 µM] | 0.0% | 3%
17 | Cc1ccc2nc(SCC(=O)Nc3nonc3N)[nH]c2c1 | -5%[9.22 µM] | -2% | 8.5% | 3%
22 | CC#CCc1cc2ccccc2c(=O)o1 | -7%[9.22 µM] | . | 1.3% | 6%
14 | O=C(Nc1cccc(S(=O)(=O)N2CCCCC2)c1)c1c2c(nc3ccccc13)CCN(Cc1ccccc1)C2 | -2% | 0% | 1.5% | -4%
16 | COc1ccc([N+](=O)[O-])c(OC)c1C(=O)NC(=O)Nc1nc(C)cc(C)n1 | -8%[9.22 µM] | . | 0.5% | 1%

No. | NPSR antagonist | L3MBTL1 inh | KinaseGlo FLuc
15 | 3%[46.1 µM] | 6%[11.4 µM] | 0%
18 | -4%[46.1 µM] | 1% | 2%
17 | 3% | -4% | 0%
22 | 17% | . | .
14 | -17% | 0% | 2%
16 | -21% | 10% | .
